Assay outcomes deposited in PubChem BioAssay by National Center for Advancing Translational Sciences (NCATS).
Giardia kill = Giardia lamblia killing; Giardia lamblia trophozoite viability; activity change, % at 7.66 µM, hits read low; 340,000 tested, 0.15% active; AID 540267; in the data active means activity change below about -80%; inconclusive means between about -30% and that limit;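 further: parasites exposed to compound for two days anaerobically before the ATP read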
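Compounds were tested on trophozoites seeded at 100 cells/well and held 48 hrs at 37 deg C anaerobically. An ATP-based luminescent kit measured the remaining live cells.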
Chronic BCR inh = chronic active BCR signaling inhibition. Potency, µM (doses to about 46.1 µM), for inactives: at the top dose ratio change, negative = lower green/red ratio, most hits filed as inhibitors. 340,000 tested, 0.05% active. AID 493014. ABC-DLBCL IkBa-CBG/CBR reporter, luminescence ratio, 4 h; active means well fitted inhibition curve with a large enough effect in the signal ratio, with a control signal flat, not every such curve was filed as active; inconclusive means small, poorly fitted or top-dose-only effect, or effect the other way, or a change in a side signal; the % refers to the signal ratio;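 further: potency means the concentration at half of the fitted maximal effect; plate controls were basal doxycycline-induced cells for no effect and cells given 10 µM MG132 for full effect; MG132 reads +100%, hits lower the ratio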
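Concentration-response series (up to 46 uM) were applied to TMD8 dual-reporter cells for 4 h at 37C with doxycycline. Green/red ratio, after filter-overlap correction, defined %Activity; red signal alone was normalised to basal cells and zero luminescence.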
Eya2 inh = inhibitors of human Eya2 phosphatase activity; recombinant Eya2, OMFP fluorescence dephosphorylation (OMFP is methylfluorescein phosphate); Potency, µM (series often up to 76.9 µM), for inactives: at the highest dose activity, negative = inhibition, most hits filed as inhibitors; 330,000 tested, 0.006% active; AID 488837; further: potency means the concentration at half of the fitted maximal effect
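Eya2 (0.2 uM) preincubated 10 min at ambient with compound, then OMFP substrate added at 50 uM; 10 min reaction in 50 mM HEPES pH 7.5, 50 mM NaCl, 5 uM MgCl2, 0.05% BSA, 1 mM DTT. Fluorescence read at Ex 485/Em 525 nm.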
KCNH2 3.1 inh = blocks the human KCNH2 3.1 channel isoform; U2OS KCNH2 3.1, thallium flux FluxOr; stronger effect = lower value; activity change, % (tested at about 1.8 µM); 340,000 tested, 0.95% active; AID 720553;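 active means maximum activity change below -70%; inconclusive means maximum activity change from -70% to -50%; inactive means maximum activity change above -50%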;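 further: thallium influx rate constant from kinetic fluorescence after stimulation buffer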
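FluxOr-based Tl+ influx in U2OS cells transduced with KCNH2 3.1 virus; rate constants normalized to DMSO controls.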
uPA surface inh = blocks generation of uPA at the cell surface. cell surface uPA generation assay, qHTS. Potency, µM (doses to about 38.3 µM), for the others: at the highest dose activity change, negative = inhibition, actives largely listed as inhibitors. 330,000 tested, 0.31% active. AID 540303; active means well fitted inhibition curve with a large enough effect; inconclusive means small, poorly fitted or top-dose-only effect; inactive means no such curve, though single readings can be large or run the other way; tested in mouse RAW 264.7 cells; further: potency means the concentration at half of the fitted maximal effect; nearly all actives have a fitted effect of over 55% in size
B2AR arrestin = beta2AR (human) beta-arrestin recruitment activity | P07550 | beta-arrestin recruitment to beta2AR, cell-based reporter | Potency, µM (series often up to 46.1 µM), for the others: top-dose activation, most hits filed as activators | 330,000 tested, 0.02% active | AID 492947;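 further: potency means the concentration at half of the fitted maximal effect; 0% = DMSO controls and full agonism = EC100 isoproterenol or metaproterenol; nearly all actives have a fitted effect of over 65% in size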
PKM2 act = increases activity of human pyruvate kinase M2; P14618; purified PKM2, Kinase-Glo ATP luminescence, activation; response scale: 0% is enzyme alone, no compound; Potency, µM (highest dose often 57.5 µM), for the others: at the highest dose activation, actives largely listed as activators; 260,000 tested, 0.34% active; further: potency means the concentration at half of the fitted maximal effect; nearly all actives have a fitted effect of over 55% in size
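hPK-M2, >95% pure; 0.1 mM ADP / 0.5 mM PEP final; imidazole pH7.2 buffer w/ 7 mM MgCl2, 50 mM KCl; 1 h RT; Kinase-Glo lum. Intermediate enzyme activity for dual inhibitor/activator qHTS.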
USP2a block = USP2a (human) protease inhibition | O75604 | USP2 core, Ub-CHOP2 coupled fluorogenic reporter, 485/531 | Potency, µM (top dose mostly 38.3 µM), for the others: at the highest dose activity change, negative = inhibition, hits mostly inhibitors | 330,000 tested, 0.01% active;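 further: potency means the concentration at half of the fitted maximal effect; plate controls were DMSO wells for no effect and full inhibition by NEM control for full effect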
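USP2 core (10nM final) preincubated 30min RT with compound in 20mM Tris-HCl pH 8.0, 2mM CaCl2, 2mM beta-mercaptoethanol, 0.05% CHAPS; 25nM Ub-CHOP2 plus 25nM reporter substrate added, fluorescence (Ex485/Em531) read after 60min.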
KCNH2 WT inh = inhibitors of human wildtype KCNH2 potassium channel; 340,000 tested, 0.37% active; activity change, % at 1.84 µM; Q12809; AID 720551; U2OS, BacMam KCNH2, thallium flux FluxOr; stronger effect = lower value;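 active means maximum activity change below -70%; inconclusive means maximum activity change between -70% and -50%; inactive means maximum activity change above -50%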
Target sequence (Q12809 whole entry, looked up): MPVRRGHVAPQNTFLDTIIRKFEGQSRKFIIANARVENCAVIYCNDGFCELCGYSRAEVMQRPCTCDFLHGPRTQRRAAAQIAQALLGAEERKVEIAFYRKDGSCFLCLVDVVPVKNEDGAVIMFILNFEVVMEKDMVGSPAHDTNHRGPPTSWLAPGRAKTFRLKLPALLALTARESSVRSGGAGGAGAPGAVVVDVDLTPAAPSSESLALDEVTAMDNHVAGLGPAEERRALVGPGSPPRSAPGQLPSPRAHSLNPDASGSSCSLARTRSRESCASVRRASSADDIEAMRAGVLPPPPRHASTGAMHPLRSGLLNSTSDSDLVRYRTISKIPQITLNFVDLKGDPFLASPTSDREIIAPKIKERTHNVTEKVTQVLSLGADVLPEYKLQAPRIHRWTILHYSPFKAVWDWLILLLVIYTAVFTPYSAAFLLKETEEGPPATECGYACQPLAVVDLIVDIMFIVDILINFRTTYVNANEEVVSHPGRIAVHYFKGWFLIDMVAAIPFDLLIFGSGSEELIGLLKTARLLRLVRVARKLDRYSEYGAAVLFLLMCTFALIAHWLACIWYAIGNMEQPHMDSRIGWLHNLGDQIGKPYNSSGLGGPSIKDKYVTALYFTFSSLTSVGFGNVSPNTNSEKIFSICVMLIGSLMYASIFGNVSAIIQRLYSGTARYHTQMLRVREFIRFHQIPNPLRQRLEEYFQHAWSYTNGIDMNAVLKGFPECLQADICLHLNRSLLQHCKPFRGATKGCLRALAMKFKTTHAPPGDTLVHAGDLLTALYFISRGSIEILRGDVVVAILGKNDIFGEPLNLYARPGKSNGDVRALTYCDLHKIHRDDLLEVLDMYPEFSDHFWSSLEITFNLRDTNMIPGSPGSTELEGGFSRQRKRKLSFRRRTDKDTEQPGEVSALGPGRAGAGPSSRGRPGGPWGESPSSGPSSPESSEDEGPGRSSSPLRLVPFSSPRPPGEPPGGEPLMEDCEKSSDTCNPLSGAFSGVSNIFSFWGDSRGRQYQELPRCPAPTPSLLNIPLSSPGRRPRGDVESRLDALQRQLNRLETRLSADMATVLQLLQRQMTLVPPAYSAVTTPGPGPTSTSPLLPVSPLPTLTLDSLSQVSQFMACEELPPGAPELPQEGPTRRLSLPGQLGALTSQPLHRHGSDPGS
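U2OS cells transduced with wild-type KCNH2 virus are loaded with FluxOr dye for 45 min, and thallium flux is measured in kinetic reads before and after stimulation buffer. Rate constants are normalized to DMSO controls.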
FBPA coupling cs = counter-screen for Giardia aldolase inhibitors: coupling enzyme system; coupling enzyme system counterscreen, AmpLite Red fluorescence; activity change, negative = inhibition, % at 58.2 µM, hits read low; 290,000 tested, 0.67% active; in the data active means activity change below about -30%
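Counterscreen lacking aldolase: glyceraldehyde-3-phosphate coupling-enzyme reagent preincubated 10 min at RT with compound (at 57.5 uM final), then substrate/coupling system with AmpLite Red added; fluorescence read at 525/598 nm after 20 min RT.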
GALK inhibitor = blocks human galactokinase activity; P51570; Purified GALK, Kinase-Glo residual ATP luminescence; Potency, µM (top dose mostly 57.5 µM), for inactives: at the top dose activity change, negative = inhibition, hits mostly inhibitors; 270,000 tested, 0.007% active; AID 1868; further: potency means the concentration at half of the fitted maximal effect
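Luminescence from leftover ATP (Ultra-Glo luciferase/luciferin) served as read-out after a 1 h room-temperature reaction of 5 nM GALK with 35 uM ATP and 100 uM galactose.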
* marks the source's active call; other numbers are inactive results; i = inactive; ? = inconclusive; · = no result given; [ ] = remark or other dose. Unless noted, the call rests on the fitted dose curve; in most records, active means well fitted curve in the direction sought with a large enough effect; inconclusive means small, poorly fitted or top-dose-only effect, or another doubt; inactive means no such curve, though single readings can be large; an effect the other way counts as inactive or inconclusive. Unless noted, on the % scale 0 is the no-effect control and ±100 the full control effect. Hits appear at their usual frequency, and some 2.4% of all compounds hit somewhere here.

SMILES	Giardia kill	Chronic BCR inh	Eya2 inh	KCNH2 3.1 inh	uPA surface inh	B2AR arrestin	PKM2 act	USP2a block	KCNH2 WT inh	FBPA coupling cs	GALK inhibitor
C/C(=N\NC(=O)C1COc2ccccc2O1)c1ccc(Cl)s1 (configuration not stated)	-7	?	17%	12	1%	-0.4%	1%	9%	-11	3	-3%
O=C(OC(C(=O)NCc1ccc(F)cc1)c1ccccc1)c1ccco1 (configuration not stated)	-17	2%	-5%	-3	2%	-0.3%	·	0%	2	-1	4%
COc1ccccc1C1CC(c2ccc(NS(C)(=O)=O)cc2)=NN1C(=O)c1ccccc1 (configuration not stated)	-3	?	-4%	-6	1%	-1.2%	-4%	0%	5	-4	-2%
N#Cc1cccc(C(c2nnnn2C2CCCC2)N2CCCCCC2)c1 (configuration not stated)	21	?	?	?	0%	-0.3%	3%	1%	-2	4	-2%
Cc1cccc(NC(=S)NNC(=O)c2ccc(O)cc2O)c1C	11	?	7%	8	0%	0.1%	1%	4%	i	-1	0%
COc1ccc(S(=O)(=O)N2CCCCCC2)cc1NC(=O)c1ccccc1F	2	4%	?	-7	-3%	0.1%	·	-15%	4	·	·
CCN(c1ccc(NC(=O)COC(=O)/C=C/c2ccco2)cc1)C(C)C	0	1%	4%	-10	-2%	-1.0%	·	0%	-12	·	·
CC(C)C(NC(=O)c1cccs1)C(=O)NC1CCCCC1 (configuration not stated)	10	1%	6%	14	9%	-0.2%	-1%	0%	-2	1	4%
CCCCNC(=O)N1CCN(c2ccccc2OC)CC1	6	1%	-13%	·	2%	0.1%	0%	-2%	-15	3	9%
FC(F)Oc1ccc(NC(=S)NCc2nc3ccccc3[nH]2)cc1	0	5%	-3%	-85*	-2%	-0.2%	-3%	1%	26	-4	2%
CC1(C)CC(=O)C(C=Nc2ccc(C(=O)c3ccccc3)cc2N=CC2=C(O)CC(C)(C)CC2=O)=C(O)C1	-11	?	1%	-8	0%	-0.2%	7%	?	-20	-3	8%
CCC(C)N(C(=O)Cn1nnc2ccccc21)C(C(=O)Nc1ccc(F)cc1)c1cccc(OC)c1 (configuration not stated)	-13	-3%	9%	-16	-2%	-0.5%	-1%	1%	-2	-1	1%
O=C(c1cccc([N+](=O)[O-])c1)N1CCCC(C(=O)N2CCCCCC2)C1 (configuration not stated)	2	-2%	-1%	3	-3%	-0.7%	8%	-2%	-1	0	0%
COc1ccc(C(=O)NC2=NCCS2)cc1	-15	4%	9%	7	-7%	0.3%	·	5%	-1	-1	3%
CCN1C(=O)N/C(=C/c2cc(C)n(Cc3ccccc3)c2C)C1=O	-26	0%	-5%	-3	-22%	0.3%	6%	-1%	-4	1	0%
COc1ccc(Cc2nc3ccc(S(N)(=O)=O)cc3[nH]2)cc1OC	-6	?	-2%	5	4%	-0.2%	15%	-1%	2	-8	0%
Cc1c(C)c2ccc(OCc3ccc(C(=O)O)o3)c(C)c2oc1=O	1	?	21%	7	0%	-0.8%	-4%	-1%	2	12	2%
CCCn1c(SCC(=O)N2CCN(c3ccccc3)CC2)nc2ccccc2c1=O	3	?	-39%	2	3%	0.2%	10%	2%	1	-1	0%
OCCCCNCc1cc(Br)ccc1OCc1ccccc1	-4	?	-15%	4	-13%	-1.0%	-6%	0%	·	-2	15%
COc1ccccc1NC(=O)COC(=O)c1ccccc1SCC(=O)N1CCCC1	37[activator]	?	-14%	2	4%	0.1%	·	-1%	1	·	·
O=C(O)c1cc(NS(=O)(=O)c2ccc(NCc3ccccc3)c([N+](=O)[O-])c2)cc(C(=O)O)c1	3	-1%	14%	20	0%	0.5%	0%	0%	4	14	-3%
COc1ccc(OC)c(-c2nc(CN3CCCCC3c3cccnc3)c(C)o2)c1 (configuration not stated)	5	0%	11%	8	-1%	-0.4%	-4%	3%	4	-7	0%
Cc1cccc(NC(=O)COC(=O)c2ccccc2SCC(=O)N2CCCC2)c1	-5	?	4%	-9	1%	-0.5%	3%	0%	-1	·	-3%
O=C(CC1C(=O)NCCN1Cc1ccccc1C(F)(F)F)NC1CCCC1 (configuration not stated)	-8	-3%	-3%	0	-7%	-0.8%	0%	2%	-20	-5	-2%
COc1ccc(NC(=O)c2sc3nc(-c4cccnc4)ccc3c2N)cc1	6	5%	3%	-24	-1%	4.1%	-5%	22%	-6	0	-2%
Next section.
SMILES	Giardia kill	Chronic BCR inh	Eya2 inh	KCNH2 3.1 inh	uPA surface inh	B2AR arrestin	PKM2 act	USP2a block	KCNH2 WT inh	FBPA coupling cs	GALK inhibitor
O=C(c1cc(Cl)nc2ccccc12)N1CCN(S(=O)(=O)c2cccc(C(F)(F)F)c2)CC1	31[activator]	0%	-17%	-19	-2%	-0.1%	·	0%	-15	·	·
CCC(=O)NC1(C(F)(F)F)C(=O)Nc2c1c(=O)[nH]c(=O)n2Cc1ccco1 (configuration not stated)	22	5%	3%	5	-5%	0.1%	3%	3%	-9	-2	3%
Cc1ccc(NS(=O)(=O)c2cc(C(=O)Nc3cccc(N(C)S(C)(=O)=O)c3)ccc2C)c(C)c1	3	?	8%	-5	19%	0.1%	6%	-2%	3	3	-1%
O=c1cc(Cc2ccccc2)[nH]c(=S)[nH]1	-8	2%	5%	14	0%	1.3%	6%	2%	-16	0	2%
N#CC1=C(N)Oc2n[nH]c(-c3cccs3)c2C1c1ccsc1 (configuration not stated)	-3	0%	2%	2	10%	-0.3%	-4%	2%	7	-14	-2%
Cn1c(=O)[nH]c(=O)c2c1nc(NCc1ccccc1)n2CCCc1ccccc1	5	4%	1%	0	-14%	-0.1%	-12%	?	0	-4	0%
CC(=O)n1nc(-c2cccnc2)nc1NCc1cccs1	17	-3%	5%	8	0%	0.0%	7%	3%	-42	1	-3%
C/C=C/c1ccc(OCCCCOc2ccc(OC)cc2)c(OC)c1	9	-5%	-1%	11	9%	-0.9%	-2%	2%	-3	1	2%
Cc1noc(C)c1NC(=O)N(C)C[C@H]1Oc2ccc(NS(=O)(=O)c3ccc(F)cc3)cc2C(=O)N([C@H](C)CO)C[C@@H]1C	12	1%	17%	7	5%	0.0%	·	1%	-13	·	·
S=C(NCc1cccs1)Nc1cccc(Cl)c1Cl	-7	?	-1%	0	-12%	-0.2%	-3%	3%	-4	3	-1%
O=C(CSc1ccc(-c2cccs2)nn1)N1CCCCC1	13	9%	-5%	-6	-5%	-0.9%	0%	4%	-1	2	1%
O=C(Nc1ccc(N2CCCCCC2)cc1)c1cccc(S(=O)(=O)N2CCOCC2)c1	-1	?	-2%	-8	-6%	-0.9%	·	-6%	-6	·	·
CC(=O)Cc1nsc(NC(=O)c2ccc(-c3ccc(Cl)c(Cl)c3)o2)n1	-7	10%	-11%	1	2%	0.1%	·	0%	-3	1	6%
Cc1ncoc1C(=O)NC1CC(C)(C)Cc2c1cnn2-c1ccccc1 (configuration not stated)	6	3%	-3%	·	-7%	0.5%	-4%	2%	-3	·	-8%
O=C(CSc1ncnc2c1sc1ccccc12)Nc1ccc(Br)cc1	7	7%	5%	13	-2%	-1.7%	-5%	1%	-3	0	-1%
CC1CCCC(C)N1S(=O)(=O)c1ccc(NC(=O)CCN2C(=O)C3CC=CCC3C2=O)cc1 (configuration not stated)	-9	-5%	2%	-1	-2%	-0.2%	·	3%	1	·	·
CCOC(=O)[C@H](CCc1ccccc1)N[C@@H](C)C(=O)N1C(C(=O)O)C[C@@H]2CCC[C@@H]21 (some centres not stated)	-3	?	4%	0	-7%	-0.4%	·	-1%	-4	·	·
Cc1ccc(Nc2nc(N)nc(COC(=O)c3ccc(Br)o3)n2)cc1	-13	-8%	-4%	-3	-17%	-0.1%	·	0%	-15	·	·
Cc1ccsc1C(=O)NNC(=O)COc1ccc(Br)cc1	0	3%	-9%	6	-2%	-0.8%	·	-6%	-3	·	·
CCN(c1ccccc1)S(=O)(=O)c1cc(C(=O)O)ccc1C	-19	2%	19%	-7	5%	-0.6%	0%	0%	-9	13	3%
O=C(CCC(=O)N1CCOc2ccccc21)Nc1ccccc1Br	-10	-15%	17%	9	7%	0.3%	1%	2%	-4	0	·
CCOc1cc(C2Nc3ccccc3NC3=C2C(=O)CC(C)(C)C3)ccc1O (configuration not stated)	-18	0%	-8%	3	?	-0.3%	-1%[11.5 µM]	-1%	-12	-1	9%
CCOC(=O)C1CCCN(C(=S)Nc2cccc(Cl)c2)C1 (configuration not stated)	-11	3%	8%	3	1%	-0.2%	-3%	0%	-6	0	2%
